Screening results as filed in PubChem.
CBFb RUNX1 block = qHTS Assay for Compounds Blocking the Interaction Between CBF-beta and RUNX1 for the Treatment of Acute Myeloid Leukemia; 230,000 tested, under 10 active; AID 1477, 2009; Potency, µM (highest dose often 59.8 µM), for the others: top-dose activity, negative = inhibition, actives largely listed as inhibitors; AlphaScreen CBFb-His/RUNX1-biotin binding, biochemical; further: % of control where 0% means no effect
Target sequence (Q01196 whole entry, looked up): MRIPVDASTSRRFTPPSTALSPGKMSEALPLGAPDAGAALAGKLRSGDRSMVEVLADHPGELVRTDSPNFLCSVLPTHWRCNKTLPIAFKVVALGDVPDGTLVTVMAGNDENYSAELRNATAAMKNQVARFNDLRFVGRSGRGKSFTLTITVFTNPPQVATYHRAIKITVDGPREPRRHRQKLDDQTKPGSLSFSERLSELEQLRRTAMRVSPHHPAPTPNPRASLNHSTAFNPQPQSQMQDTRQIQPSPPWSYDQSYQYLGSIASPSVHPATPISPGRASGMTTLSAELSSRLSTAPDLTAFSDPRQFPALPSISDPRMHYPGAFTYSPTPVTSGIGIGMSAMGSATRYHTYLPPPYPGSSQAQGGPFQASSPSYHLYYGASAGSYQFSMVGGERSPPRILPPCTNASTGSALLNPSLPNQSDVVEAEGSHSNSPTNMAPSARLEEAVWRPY
Target sequence (Q13951 whole entry, looked up): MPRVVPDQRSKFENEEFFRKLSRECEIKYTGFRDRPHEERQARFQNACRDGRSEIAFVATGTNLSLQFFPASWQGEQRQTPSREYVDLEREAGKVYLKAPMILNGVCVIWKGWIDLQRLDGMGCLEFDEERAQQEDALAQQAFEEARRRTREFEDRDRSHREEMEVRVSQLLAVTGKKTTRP
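Room-temperature protein-protein interaction test with 30 nM each of His-tagged CBF-beta and biotinylated RUNX1, 15 min with compound, then 90 min with nickel plus streptavidin beads. Signal read in AlphaScreen mode.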
IMPase Li inh = qHTS Assay for Identifying the Cell-Membrane Permeable IMPase Inhibitors: Potentiation with Lithium. hit rate 0.35% among 210,000. CHO-M1 cells, IP1 TR-FRET (IP-One), carbachol + lithium. Potency, µM (top dose mostly 59.4 µM), inactives show at the top dose activity, negative = IMPase inhibition, usual class: inhibitors;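 further: IP1 builds up when IMPase is blocked and the TR-FRET signal falls; potency means the concentration at half of the fitted maximal effect; plate controls were basal vehicle for no effect and high inhibitor control for full effect; nearly all actives have a fitted effect of over 50% in size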
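CHO cells stably expressing M1 receptor (2000/well, cultured 16–30 h) treated 30 min at 37C with compound plus low lithium. Cytosolic IP1 by TR-FRET (665/620 ratio and 620 channel) after 10 min lysis; AC50 by Hill fit.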
HTT ATP protect = qHTS Multiplex Assay to Identify Dual Action Probes in a Cell Model of Huntington: Cytoprotection (ATP); PC12 HTT-Q103 induced, cytoprotection, ATP luminescence, 40 h; hit rate 0.14% among 230,000; AID 1471, 2008; Potency, µM (highest dose often 56.4 µM), without a hit: cytoprotection (ATP increase), actives largely listed as activators;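 further: potency means the concentration at half of the fitted maximal effect; % of control where 0% means no effect; nearly all actives have a fitted effect of over 45% in size; toxic huntingtin expression switched on by the ecdysone agonist tebufenozide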
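Huntington model: PC12 line, ecdysone-inducible HTTQ103 exon1–GFP, tebufenozide 100 nM. Test articles in a dose series. Endpoint luminescence from cellular ATP.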
Luc counter = Counterscreen for Luciferase (Kinase-Glo TM) Inhibition | Kinase-Glo luciferase, ATP luminescence, 8 min | Potency, µM (top dose mostly 38.3 µM), for inactives: at the top dose activity change, negative = inhibition, most hits filed as inhibitors | hit rate 0.28% among 200,000; further: potency means the concentration at half of the fitted maximal effect; on the % scale 0 is the no-effect control and ±100 the full control effect; nearly all actives have a fitted effect of over 60% in size
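Recombinant Kinase-Glo luciferase, 10 uM ATP (linear range), luciferin; imidazole pH 7.2 / KCl / MgCl2 / Tween / BSA buffer; 8 min RT; luminescence.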
SMN2 splice up = qHTS Assay for Enhancers of SMN2 Splice Variant Expression; HEK293 SMN2-luciferase splicing reporter, luminescence, 30-36 h; Potency, µM (doses to about 46.1 µM), for inactives: at the top dose activity change, positive = activation, hits mostly activators; hit rate 2.8% among 210,000; AID 1458, 2008; further: potency means the concentration at half of the fitted maximal effect; % of control where 0% means no effect; nearly all actives have a fitted effect of over 55% in size
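HEK293 cells carry an SMN2 […]–luciferase reporter in which exon 7 inclusion puts luciferase in frame. Cells were plated 10-12 h before compound addition, then incubated 30-36 h at 37C. ONE-Glo luminescence was read; sodium butyrate at 4.5 mM final served as control.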
HttQ103 aggreg = qHTS Multiplex Assay to Identify Dual Action Probes in a Cell Model of Huntington: Aggregate Formation (GFP). PC12 HttQ103-GFP aggregates, Acumen cytometry, 40 h. Potency, µM (highest dose often 46.1 µM), for the others: at the highest dose activity change, negative = inhibition, hits mostly inhibitors. hit rate 1.1% among 220,000. AID 1688, 2009; further: potency means the concentration at half of the fitted maximal effect; on the % scale 0 is the no-effect control and ±100 the full control effect; nearly all actives have a fitted effect of over 60% in size
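Aggregate formation scored by laser-scanning cytometer (488 excitation, 500–530 emission) in lysed PC12 cells expressing Q103-GFP after 100 nM tebufenozide induction; library tested in dose series, with ATPLite reagent added in the multiplex.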
LMNA splice mod = qHTS Assay for Modulators of Lamin A Splicing. HeLa LMNA splicing GFP/RFP minigene ratio, 48 h. Potency, µM (titrated, usually from 46.1 µM), without a hit: at the highest dose ratio change, negative = inhibition, usual class: inhibitors. hit rate 0.01% among 200,000. AID 1487, 2009; active means well fitted inhibition curve with a large enough effect in the signal ratio, with a control signal flat, not every such curve was filed as active; inconclusive means small, poorly fitted or top-dose-only effect, or effect the other way, or a change in a side signal; the % refers to the signal ratio; further: potency means the concentration at half of the fitted maximal effect; on the % scale 0 is the no-effect control and ±100 the full control effect
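S3 HeLa stable clones carrying a lamin A-EGFP splicing minigene plus DsRed2 were seeded at 600 cells/well in Opti-MEM with 2% FBS, pin-dosed and incubated 48 h at 37°C. Acumen cytometry (488 nm) gave the GFP/RFP total-intensity ratio.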
Numbers without * were called inactive; ? = inconclusive; . = not tested or not shown; & = joins results of further samples; [ ] = another dose, or the depositor's remark. Unless noted, the call rests on the fitted dose curve; in most records, active means well fitted curve in the direction sought with a large enough effect; inconclusive means small, poorly fitted or top-dose-only effect, or another doubt; inactive means no such curve, though single readings can be large; an effect the other way counts as inactive or inconclusive.

No.	Structure	CBFb RUNX1 block	IMPase Li inh	HTT ATP protect	Luc counter	SMN2 splice up	HttQ103 aggreg	LMNA splice mod
1	OCC1CCCN1C(=S)Nc1ccccc1 (stereo not given)	-1%	9%[38.3 µM]	-2%	-2%	4%	-7%	5%
2	CN(C)S(=O)(=O)c1ccc(Cl)c(NC(=O)CN2CCc3ccccc3C2)c1	-1%	8%	3%	7%	-19%	-26%	?
3	Cc1c(Br)c(C(=O)NNC(=O)c2ccc(C(C)(C)C)cc2)nn1C	-3%	.	-14%[10 µM]	.	.	-7%[9.22 µM]	.
4	CC12CN3CCN(CC(C3)/C1=N/N=C/c1cccc([N+](=O)[O-])c1)C2	-4%	.	7%[10 µM]	.	.	-10%[9.22 µM]	.
5	O=C(Oc1ccccc1/C=C\C(=O)c1cc2ccccc2o1)c1ccccc1	8%	10%	13%[0.074 µM]	-1%	?	?	-13%
6	COc1ccc(Nc2nc(NCc3ccco3)nc(N/N=C/c3ccccc3)n2)cc1	?	10%[38.3 µM]	-56%[inhibitor][10 µM]	0%	-7%	-18%	7%
7	O=C(O)CSCC(=O)Nc1ccc(C2CCCCC2)cc1	5%	9%[38.3 µM]	-39%[inhibitor]	4%	-25%	8%	4%
8	CNC(=O)c1c(C)noc1C	-5%	8%	?	-3%	4%	0%	-2%[46 µM]
9	CC(C)OC(=O)CC(NC(=O)OC(C)(C)C)c1ccccc1 (stereo not given)	-5%	11%&-3%	?	0%&0%	2%&-16%	17%	3%
10	S=c1[nH]nc(-c2cccs2)n1/N=C/c1cn(-c2ccccc2)nc1-c1ccccc1	?	.	3%[10 µM]	.	.	-9%[9.22 µM]	.
11	CC1(C)CC(=O)C=C(Nc2cc(-c3ccccc3)[nH]n2)C1	0%	-6%[38.3 µM]	-18%	-1%	-30%	-36%	-10%
12	CCCCNC(=O)CCn1nc(-c2ccc(Cl)cc2)c2ccccc2c1=O	4%	.	9%[10 µM]	.	-3%	-3%[9.22 µM]	.

Additional results follow:
No.	Structure	CBFb RUNX1 block	IMPase Li inh	HTT ATP protect	Luc counter	SMN2 splice up	HttQ103 aggreg	LMNA splice mod
13	COc1ccc(C(=O)OC/C(O)=C(\C#N)c2nc3ccccc3[nH]2)cc1S(=O)(=O)N1CCOCC1	-20%	3%	?	3%	-1%	11%	4%
14	N#Cc1ccccc1Cn1c(=O)n(CCCC(=O)NCc2ccc3c(c2)OCO3)c(=O)c2ccccc21	22%	-8%	.	9%	-19%	0%	2%
15	COC(=O)Cc1c(O)ccn(Cc2ccc(F)cc2)c1=O	5%	-5%[38.3 µM]	0%	-1%	-8%	2%	5%
16	Cc1ccc([N+](=O)[O-])c(OCCN2CCCCCC2)c1	-4%	6%	31%[10 µM]	-4%	19%	19%	?
17	COCCCNC(=O)c1ccc(CNS(=O)(=O)c2ccc(NC(C)=O)cc2)cc1	-5%	-4%[38.3 µM]	-7%	-1%	3%	-18%	4%
18	COc1ccc2cc(CCNC(=O)C(C)(C)C)c(=O)[nH]c2c1	4%	-4%	-11%	4%	?	17%	-7%
19	O=C(NC1CCS(=O)(=O)C1)c1ccc(-c2ccc(Br)cc2)o1 (stereo not given)	-3%	-11%[38.3 µM]	-29%	-2%	-32%[inhibitor]	0%	-9%
20	COC(=O)[C@H](Cc1ccccc1)NC(=O)N1CCN(c2ccccc2)CC1	1%	.	-8%[10 µM]	.	.	-11%[9.22 µM]	.
21	CCN(C(=O)COC(=O)c1ccc(Cl)nc1)C1CCS(=O)(=O)C1 (stereo not given)	2%	-7%	.	3%	-19%	-15%	.
22	Cc1cc(C(=O)Nc2ccc(Cl)cc2)c(C)n1Cc1cccs1	-2%	.	-14%[10 µM]	.	.	-14%[9.22 µM]	.
23	CCOCCCNC(=O)N[C@H](C(=O)OC)C(C)CC (stereo not given in full)	3%	.	-14%[10 µM]	.	.	0%[9.22 µM]	.
24	CC(C(=O)Nc1ccc(S(N)(=O)=O)cc1)N1CCc2ccccc21 (stereo not given)	1%	-6%	.	-1%	19%	9%	.

Next entries:
No.	Structure	CBFb RUNX1 block	IMPase Li inh	HTT ATP protect	Luc counter	SMN2 splice up	HttQ103 aggreg	LMNA splice mod
25	Cc1cccc(-n2c(SCC(N)=O)nc3c(c2=O)C2(CCCCC2)Cc2ccccc2-3)c1	4%	-6%	-11%[10 µM]	0%	-55%[inhibitor]	-16%	?
26	NC(=O)N/N=C/c1cn(-c2ccccc2)nc1-c1cccs1	-4%	-3%	-144%[inhibitor]	?	18µM*	6%	-5%[46 µM]
27	Cc1ccc(/C=N/NC(=O)c2cccs2)s1	-2%	-2%	25%[10 µM]	-4%	16µM*	-7%	-10%
28	O=C(COC(=O)c1cccnc1)Nc1ccccc1	3%	0%	-10%[10 µM]	0%	-23%	5%	-11%
29	Cc1ccc2nc(/N=C(\N)NC(=O)N3c4ccccc4Sc4ccccc43)nc(C)c2c1	-22%	-1%	8%[10 µM]	-2%	-29%	-15%	-10%
30	Cc1ccccc1OCCCCCNCCO	8%	-2%[38.3 µM]	18%	4%	-5%	-30%	0%
31	O=C1c2ccccc2CN1CCNC(=S)NC1CCCCC1	-1%	-11%	-51%[inhibitor]	.	.	5%	.
32	CCOC(=O)C1(CC2CCCCO2)CCN(Cc2cccnc2)CC1 (stereo not given)	22%	12%	14%[10 µM]	.	.	-19%[9.22 µM]	.
33	CC(C)Nc1nc(NC(C)C)nc(Oc2ccc(=O)n(C)n2)n1	8%	-2%	17%[10 µM]	.	.	?	.
34	CN(CC(=O)Nn1cnnc1)S(=O)(=O)c1cc(Cl)ccc1Cl	11%	19%[38.3 µM]	26%	-1%	0%	-13%	1%
35	CCOC(=O)NNC1CC(=O)N(c2ccc(OC)cc2)C1=O (stereo not given)	8%	9%[38.3 µM]	0%	-5%	-4%	12%	6%
36	CCCCCCCC1=Cc2ccccc2C(C(C(=O)OC)C(=O)OC)N1C(=O)OC (stereo not given)	3%[13.1 µM]	9%	?	-6%[7.66 µM]	-8%[9.22 µM]	.	?

Sorted by molar mass (largest number first): some entries from above.
No.	Structure	CBFb RUNX1 block	IMPase Li inh	HTT ATP protect	Luc counter	SMN2 splice up	HttQ103 aggreg	LMNA splice mod
29	Cc1ccc2nc(/N=C(\N)NC(=O)N3c4ccccc4Sc4ccccc43)nc(C)c2c1	-22%	-1%	8%[10 µM]	-2%	-29%	-15%	-10%
36	CCCCCCCC1=Cc2ccccc2C(C(C(=O)OC)C(=O)OC)N1C(=O)OC (stereo not given)	3%[13.1 µM]	9%	?	-6%[7.66 µM]	-8%[9.22 µM]	.	?
34	CN(CC(=O)Nn1cnnc1)S(=O)(=O)c1cc(Cl)ccc1Cl	11%	19%[38.3 µM]	26%	-1%	0%	-13%	1%
32	CCOC(=O)C1(CC2CCCCO2)CCN(Cc2cccnc2)CC1 (stereo not given)	22%	12%	14%[10 µM]	.	.	-19%[9.22 µM]	.
24	CC(C(=O)Nc1ccc(S(N)(=O)=O)cc1)N1CCc2ccccc21 (stereo not given)	1%	-6%	.	-1%	19%	9%	.
33	CC(C)Nc1nc(NC(C)C)nc(Oc2ccc(=O)n(C)n2)n1	8%	-2%	17%[10 µM]	.	.	?	.
31	O=C1c2ccccc2CN1CCNC(=S)NC1CCCCC1	-1%	-11%	-51%[inhibitor]	.	.	5%	.
26	NC(=O)N/N=C/c1cn(-c2ccccc2)nc1-c1cccs1	-4%	-3%	-144%[inhibitor]	?	18µM*	6%	-5%[46 µM]
35	CCOC(=O)NNC1CC(=O)N(c2ccc(OC)cc2)C1=O (stereo not given)	8%	9%[38.3 µM]	0%	-5%	-4%	12%	6%
28	O=C(COC(=O)c1cccnc1)Nc1ccccc1	3%	0%	-10%[10 µM]	0%	-23%	5%	-11%
27	Cc1ccc(/C=N/NC(=O)c2cccs2)s1	-2%	-2%	25%[10 µM]	-4%	16µM*	-7%	-10%

Next structures:
No.	Structure	CBFb RUNX1 block	IMPase Li inh	HTT ATP protect	Luc counter	SMN2 splice up	HttQ103 aggreg	LMNA splice mod
37	CC1C2(C)OCC(C#N)(C(=N)O2)C1(C#N)C#N (stereo not given)	6%	.	7%[10 µM]	.	.	6%[9.22 µM]	.
38	CC1CCCC(NC(=O)CSc2nnc(N)s2)C1C (stereo not given)	1%	-10%[38.3 µM]	16%	-1%	-12%	10%	7%
39	Cc1nn(-c2ccccc2)c2nc3c(cc12)C(=O)CCC3	13%	9%	-5%[10 µM]	0%	-5%	-5%	-18%
40	Cc1cc2oc(=O)cc(-c3ccccc3)c2c(C)c1-c1ccc(CO)cc1	-3%[89.1 µM]	9%	-70%[inhibitor]	1%[39.9 µM]	.	.	.
41	O=C(Cn1nnc(-c2ccccc2NC(=O)c2ccccc2F)n1)NCc1ccco1	3%	-6%[38.3 µM]	-39%	-3%	-5%	-13%	20%
42	CCN1/C(=C/c2ccc3ccc(C)cc3[n+]2CC)Sc2ccccc21	-10%	8%	-61%[inhibitor][10 µM]	-4%	-53%[inhibitor]	7.9µM*	?
43	Cc1ccc(CNC(=O)c2sc3ccc(S(=O)(=O)N4CCCCC4)cc3c2N)cc1	-5%	-3%	-18%[10 µM]	4%	-26%	-7%	-11%
44	CN(CCOc1ccccc1)S(=O)(=O)c1ccc2oc3ccccc3c2c1	11%	.	-8%	.	.	12%	?

Quoted at random: 2 entries already listed.
No.	Structure	CBFb RUNX1 block	IMPase Li inh	HTT ATP protect	Luc counter	SMN2 splice up	HttQ103 aggreg	LMNA splice mod
41	O=C(Cn1nnc(-c2ccccc2NC(=O)c2ccccc2F)n1)NCc1ccco1	3%	-6%[38.3 µM]	-39%	-3%	-5%	-13%	20%
37	CC1C2(C)OCC(C#N)(C(=N)O2)C1(C#N)C#N (stereo not given)	6%	.	7%[10 µM]	.	.	6%[9.22 µM]	.
